L3MBTL1 inh: inhibitors of human L3MBTL1 | Q9Y468 | AlphaScreen L3MBTL1–H3K9me1 peptide binding | Potency, µM (highest dose often 57.1 µM), for the others: at the highest dose activity, negative = inhibition, hits mostly inhibitors | hit rate 0.66% among 230,000; note: nearly all actives have a fitted effect of over 60% in size
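AlphaScreen assay: L3MBTL1 (50 nM final) was preincubated 30 min at room temperature with biotinylated H3(1-15)K9me1 peptide (75 nM final), then 30 min with library compounds; streptavidin donor and nickel chelate acceptor beads (10 ug/mL final) added, 30 min dark.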
Tau fibril FP: inhibitors of human tau fibril formation. Potency, µM (doses to about 57.7 µM), without a hit: at the top dose activity, negative = inhibition, usual class: inhibitors. hit rate 0.39% among 280,000. P10636. K18 P301L tau heparin fibrillization, Alexa594 FP, 6 h; note: nearly all actives have a fitted effect of over 55% in size
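Quantitative HTS format: compounds meet 15 uM recombinant K18 P301L tau and Alexa 594-tau tracer in 100 mM sodium acetate pH 7; 20 uM heparin triggers fibrillization at 37 C over 6 hr; FP gives the signal.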
aGal spleen mod: inhibits or activates alpha-galactosidase in human spleen homogenate | P06280 | Potency, µM (doses to about 80 µM), for inactives: at the highest dose activity change, negative = inhibition, usual class: inhibitors | human spleen homogenate, 4MU-alpha-Gal fluorescence, 40 min | hit rate 0.008% among 240,000;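 note: 0% = enzyme with vehicle and -100% = no enzyme basal signal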
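Spleen homogenate 1 ug + cpd (titration) + 4-MU-alpha-D-galactopyranoside 1 mM; 37C 40 min; 50 mM citrate/phosphate pH 5.0, 0.01% Tween-20; stop pH 10; fluorescence 365/440; AC50 via Hill.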
TRb-SRC2 inh: inhibitors of human thyroid hormone receptor beta-SRC2 interaction; P10828; TRbeta-SRC2 peptide binding, fluorescence polarization; receptor liganded with 1 µM T3; Potency, µM (series often up to 106 µM), inactives show at the highest dose activity change, negative = inhibition, hits mostly inhibitors; hit rate 0.065% among 280,000; AID 1469;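 note: plate controls were bound peptide for no effect and peptide without receptor for full effect; nearly all actives have a fitted effect of over 50% in size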
Target sequence (P10828 whole entry, looked up): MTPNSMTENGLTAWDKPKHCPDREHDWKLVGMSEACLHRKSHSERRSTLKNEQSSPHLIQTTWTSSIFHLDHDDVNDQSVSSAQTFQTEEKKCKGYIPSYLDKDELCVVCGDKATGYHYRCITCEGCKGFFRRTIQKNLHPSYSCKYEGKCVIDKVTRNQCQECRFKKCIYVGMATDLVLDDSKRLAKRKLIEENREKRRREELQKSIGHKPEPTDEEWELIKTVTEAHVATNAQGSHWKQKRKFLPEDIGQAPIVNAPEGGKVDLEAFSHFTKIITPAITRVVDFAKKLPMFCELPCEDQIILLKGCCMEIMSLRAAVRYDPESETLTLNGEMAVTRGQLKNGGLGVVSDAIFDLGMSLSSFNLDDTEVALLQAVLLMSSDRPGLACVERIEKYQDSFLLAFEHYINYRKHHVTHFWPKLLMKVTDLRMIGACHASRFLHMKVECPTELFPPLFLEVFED
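Binding of a 20-amino-acid Texas Red SRC2 peptide (20 nM) to TRb ligand-binding domain (0.6 uM) with agonist T3 at 1 uM was followed by fluorescence polarization after a 5 hr room-temperature incubation.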
ALDH1A1 block: ALDH1A1 (human) enzyme inhibition; AID 1030; hit rate 7.3% among 220,000; Potency, µM (series often up to 75.3 µM), without a hit: top-dose activity, negative = inhibition, usual class: inhibitors; Purified ALDH1A1, NADH fluorescence, propionaldehyde substrate; active = well fitted inhibition curve with a large enough effect, not every such curve was filed as active; inconclusive = small, poorly fitted or top-dose-only effect, or another doubt; inactive = no such curve, though single readings can be large or run the other way;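 note: plate controls were no enzyme wells and a reference inhibitor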
Target sequence (P00352 whole entry, looked up): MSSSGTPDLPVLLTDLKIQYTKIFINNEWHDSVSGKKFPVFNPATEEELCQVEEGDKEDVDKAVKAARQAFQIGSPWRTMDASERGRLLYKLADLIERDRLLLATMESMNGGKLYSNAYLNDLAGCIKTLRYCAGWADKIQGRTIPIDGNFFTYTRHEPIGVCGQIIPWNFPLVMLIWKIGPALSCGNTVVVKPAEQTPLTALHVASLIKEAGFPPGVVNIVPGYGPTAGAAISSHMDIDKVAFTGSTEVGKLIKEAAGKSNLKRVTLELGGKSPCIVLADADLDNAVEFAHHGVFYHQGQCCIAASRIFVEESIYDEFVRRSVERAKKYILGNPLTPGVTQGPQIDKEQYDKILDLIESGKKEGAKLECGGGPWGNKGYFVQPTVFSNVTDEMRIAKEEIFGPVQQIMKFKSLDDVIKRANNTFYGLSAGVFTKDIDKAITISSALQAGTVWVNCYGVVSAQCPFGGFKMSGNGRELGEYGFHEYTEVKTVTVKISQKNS
TR SRC2 fluor cs: Texas Red fluorescence interference in TRb-SRC2 counter-screen | hit rate 0.29% among 280,000 | AID 1479 | TRb/SRC2 Texas Red total fluorescence interference | Potency, µM (doses to about 106 µM), inactives show at the highest dose fluorescence change, negative = quenching; active = well fitted curve in either direction with a large enough effect; inconclusive = small, poorly fitted or top-dose-only effect
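Human TRb ligand-binding domain at 0.6 uM with 20 nM Texas Red SRC2 peptide in Tris buffer containing 1 uM T3 and 5% DMSO, incubated with compound 5 h at ambient temperature. Total fluorescence (555/632 nm) calculated as parallel + 2 × perpendicular.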
Tau fibril ThT: blocks human tau fibril formation measured by thioflavin T | P10636 | recombinant tau K18 P301L, heparin-induced fibrillization, ThT fluorescence | Potency, µM (highest dose often 57.4 µM), inactives show at the highest dose activity, negative = inhibition, hits mostly inhibitors | hit rate 2.1% among 270,000 | AID 1460; note: nearly all actives have a fitted effect of over 55% in size
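K18 P301L tau (15 uM + 0.24 uM Alexa 594-tagged), heparin 20 uM, NaOAc pH 7, 6 h 37 C; ThT 30 uM, 1 h RT, ex 450/em 510 nm.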
Tau fluor counter: counter-screen for tau fibril formation inhibitors | hit rate 0.93% among 280,000 | tau K18 P301L (four-repeat tau fragment) Alexa594 fluorescence, heparin fibrillization | Potency, µM (doses to about 57.7 µM), inactives show at the highest dose activity change, negative = decrease; note: nearly all actives have a fitted effect of over 55% in size
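Human K18 P301L tau (15 uM unlabeled plus 0.24 uM Alexa 594-labeled, final) in 100 mM sodium acetate pH 7 was mixed with compound and 20 uM heparin and incubated 6 hr at 37 C.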
* hit, by the source's call; ? = inconclusive; . = no result given; [ ] = remark or other dose. Unless noted, calls come from the whole dose curve; as a rule, active = well fitted curve in the direction sought with a large enough effect; inconclusive = small, poorly fitted or top-dose-only effect, or another doubt; inactive = no such curve, though single readings can be large; an effect the other way counts as inactive or inconclusive. Unless noted, % is set by controls: 0 for no effect and ±100 for the full control effect; potency is the fitted concentration of half-maximal effect.

SMILES	L3MBTL1 inh	Tau fibril FP	aGal spleen mod	TRb-SRC2 inh	ALDH1A1 block	TR SRC2 fluor cs	Tau fibril ThT	Tau fluor counter
CCN1CCN(C(c2ccc(SC)cc2)c2c(O)cc(C)n(Cc3ccco3)c2=O)CC1 (stereo unspecified)	.	?	.	-1%	.	-1%	-11%	-7%
COc1ccc(C(=O)Oc2cccnc2)cc1OC	-12%[11.4 µM]	3%	3%	-14%	10µM*	-11%	-13%	-2%
Cc1ccc(S(=O)(=O)N2CCCc3cc(NS(=O)(=O)c4ccc(C)c(C)c4)ccc32)cc1	.	-10%	.	3%	.	-2%	2%	?
COCCNC(=O)CCCn1c(SCC(=O)NCc2ccc(C)cc2)nc2c(sc3ccccc32)c1=O	.	-7%	.	5%	.	-4%	14%	-3%
Cc1ccc(NC(=O)c2noc(C(C)C)c2[N+](=O)[O-])cc1	.	-2%	5%	6%	10µM*	-4%	-10%	-5%
Cc1c(Cl)cccc1NC(=O)CCS(=O)(=O)c1ccc(Br)s1	.	-8%	.	-2%	.	1%	1%	-7%
CNC(=S)NNC(=O)Cc1ccc(OC)cc1	-1%	5%	-7%	-3%	4%	1%	-5%	-3%
CC1CCCCN1C(=O)CNCC1CCCO1 (stereo unspecified)	-4%	-5%	0%	-8%	-8%	-1%	-3%	4%
O=C(Nc1cccc(-c2csc(Nc3cccc(C(F)(F)F)c3)n2)c1)c1cc([N+](=O)[O-])cc(C(F)(F)F)c1	.	6%	1%	-1%	.	-2%	?	2.5µM*[quencher]
O=S(=O)(NCc1csc(-c2cccnc2)n1)c1ccc2c(c1)OCCO2	4%	1%	3%	4%	19%	0%	-7%	-4%
Cc1cnc(NC(=O)CSc2nnc(COc3c(C)cccc3C)o2)s1	13%	13%	0%	3%	-6%	0%	-7%	-11%
COP1(=O)C[C@@H](O)[C@@H](O)[C@@H](COCc2ccccc2)O1 (stereo partly specified)	.	-5%	-4%	7%	.	0%	-2%	-1%
Cc1ccc(CNS(=O)(=O)c2cc(C(=O)Nc3ccc(C(C)C)cc3)ccc2F)cc1	.	?	.	-4%	.	-1%	-4%	?
O=C(c1ccc(F)cc1F)N1CCN(c2ncccn2)CC1	8%	1%	6%	-11%	-5%	0%	3%	1%
Cc1ccc2occ(CC(=O)Nc3ccc(Cl)c(C(F)(F)F)c3)c2c1	.	14µM*	.	-1%	.	9%	0%	?
CCN(CC(=O)Nc1ccc(Br)c(C)c1)CC(=O)NC(C)C	.	2%	-4%	-2%	-9%	-2%	-3%	-9%
C[C@@H]1C=C(C(=O)O)O[C@H](OCc2ccc(CO)cc2)C1	-1%	10%	-1%	-12%	?	-2%	3%	8%
O=C(CCCc1ccccc1)NCCN1CCOCC1	7%	-2%	0%	-1%	10%	-1%	1%	-2%
C=CCOC(=O)C1=C(C)NC(=S)NC1c1cccs1 (stereo unspecified)	-5%	7%	12%	0%	2.2µM*	-3%	1%	7%
CCn1c(CNC(=O)Cc2ccc(OC)cc2)nnc1SCC(=O)NC1CCCCC1	.	-5%	0%	4%	-2%	2%	-4%	-8%
COc1cc(/C=N/NC(=S)NC2CC3CC2C2C=CCC32)ccc1O (stereo unspecified)	?	13%	9%	-7%	?	-2%	?	11µM*[quencher]
Cc1ccc(NC(=O)Cn2c(=O)c3cc(Cl)ccc3n3nncc23)cc1	.	-13%	.	7%	.	-15%	2%	-5%
CC(=O)N1CCCc2cc(S(=O)(=O)N3CCCC(C(=O)NCc4ccccc4)C3)ccc21 (stereo unspecified)	.	1%	.	-2%	.	-2%	0%	-2%
COc1ccc(OCCSc2nnc(C(C)NC(=O)c3ccccc3F)n2C)cc1 (stereo unspecified)	7%	4%	4%	-5%	2%	-2%	-1%	4%
CCOC(=O)CN1N=C(/C=C/c2ccc(OCC)cc2)CCC1=O	?	6%	-1%	2%	-2%	-3%	-13%	-4%
Nc1ccccc1C(=O)NNc1ncc(C(F)(F)F)cc1Cl	-6%	-7%	8%	6%	-9%	4%	-3%	-8%
CCOC(=O)c1nnn(C(CC)C(=O)Nc2ccc(F)cc2)c1C(=O)OCC (stereo unspecified)	.	-12%	.	-2%	.	0%	-6%	-13%
COc1cc(/C=C(\C#N)C(=O)NC(C)C)cc(Cl)c1O	5%	0%	-3%	-4%	?	-5%	?	-7%
COc1nc(N=C(N)N)nc2c(C)cccc12	9%	-11%	-17%	1%	?	-6%	-3%	-8%
O=C(Nc1ccc(S(=O)(=O)Nc2ccccn2)cc1)C(F)(F)F	.	-17%	3%	-4%	-5%	-3%	-1%	-10%
COc1cc([N+](=O)[O-])ccc1NC(=O)COC(=O)C=C(C)C	4%	5%	6%	4%	-4%	0%	-8%	-6%
CC(C)CC(=O)c1c[nH]c(C(=O)N2CCN(Cc3ccccc3)CC2)c1	?	10%	-3%	-1%	?	-5%	-5%	-1%
Oc1[nH]c2ccc(Br)cc2c1N=Nc1nn[nH]n1	.	10%	4%	5%	.	-12%	.	5%
COc1ccccc1C1NC(=O)NC(C)=C1C(=O)OC1CCCCC1 (stereo unspecified)	?	4%	1%	5%	5%	-2%	7%	4%
COC(=O)c1c(NC(=O)C2(C)Cc3ccccc3C(=O)O2)sc2c1CCCC2 (stereo unspecified)	-7%	-6%	-1%	9%	?	1%	-9%	-11%
COc1ccc(C(CC(=O)NCc2ccccc2)Sc2n[nH]c(-c3ccc(Cl)cc3)n2)cc1 (stereo unspecified)	-2%	-15%	2%	-10%[53 µM]	6%	-1%[53 µM]	12%	8%

Whole records, quoted from the list. Screens in order: L3MBTL1 inh	Tau fibril FP	aGal spleen mod	TRb-SRC2 inh	ALDH1A1 block	TR SRC2 fluor cs	Tau fibril ThT	Tau fluor counter
COc1ccccc1C1NC(=O)NC(C)=C1C(=O)OC1CCCCC1 (stereo unspecified) in the list: ?	4%	1%	5%	5%	-2%	7%	4%
COC(=O)c1c(NC(=O)C2(C)Cc3ccccc3C(=O)O2)sc2c1CCCC2 (stereo unspecified) in the list: -7%	-6%	-1%	9%	?	1%	-9%	-11%
COc1cc([N+](=O)[O-])ccc1NC(=O)COC(=O)C=C(C)C in the list: 4%	5%	6%	4%	-4%	0%	-8%	-6%
COc1nc(N=C(N)N)nc2c(C)cccc12 in the list: 9%	-11%	-17%	1%	?	-6%	-3%	-8%

Remaining list, next part.
SMILES	L3MBTL1 inh	Tau fibril FP	aGal spleen mod	TRb-SRC2 inh	ALDH1A1 block	TR SRC2 fluor cs	Tau fibril ThT	Tau fluor counter
CN(C)/C=N/C(=S)Nc1ccc(Cl)cc1	-7%	2%	2%	1%	?	-4%	3%	7%
COc1ccc(CCNC(=O)CSc2ccc(-c3ccncc3)nn2)cc1	-3%	0%	-1%	-5%	-4%	-1%	0%	-3%
COc1cccc(-n2c(C)cc(/C=C3/C(=N)N4C(=NC3=O)SN=C4S(C)(=O)=O)c2C)c1	.	5%	-4%	-1%	32µM*	-1%	?	?
COC(=O)c1ccc(NC(=O)CSc2nnc(COc3ccccc3)n2C)cc1	-10%	-2%	0%	-1%	-5%	-2%	?	-7%
COc1ccc(C(=O)N/N=C/c2cn[nH]c2-c2ccc(OC)cc2OC)cc1	-4%	-3%	-1%	-9%	?	1%	-14%	-9%
Cc1nc2ncccn2c1-c1csc(Nc2ccc(N(C)C)cc2)n1	?	-2%	-3%	-1%	?	-2%	13µM*	?
Cc1ccc(C(=O)NCC(=O)OCC(=O)Nc2ccccc2C#N)s1	-11%	4%	9%	5%	-1%	-1%	1%	9%
CC(C)=CCOc1ccc(/C=C/C(=O)c2ccc(OCC=C(C)C)cc2OCC(=O)O)cc1	.	2%	7%	-7%	-6%	0%	?	-16%
O=C(C1CCCN1S(=O)(=O)c1ccc(Br)cc1)N1CCOCC1 (stereo unspecified)	40%[activator]	1%	1%	-3%	2%	1%	?	8%
CCOC(=O)c1ccc(NC(=O)C2CCN(S(=O)(=O)Cc3ccccc3)CC2)cc1	.	-4%	.	7%	.	0%	?	-11%
CCC(=O)Nc1cccc(-c2nnc(SCC(=O)NCc3ccco3)n2C)c1	3%	1%	8%	5%	-2%	-2%	-17%	-4%
CCCn1c(SCC(=O)Nc2sc(C)c(C)c2C(=O)OCC)nc2c1c(=O)n(C)c(=O)n2C	0%	6%	-17%	-1%	-3%	0%	-1%	4%
Cc1ccc2c(c1)NC(c1cccs1)C1=C(CC(C)(C)CC1=O)N2 (stereo unspecified)	1%	3%	-2%	-4%	1%	4%	-5%	-10%
Fc1ccccc1COc1ccc(Br)cc1CNCc1cccnc1	-8%	3%	-7%	1%	4%	0%	-11%	-4%
CCOC(=O)c1cc(S(=O)(=O)NCc2ccc(C)cc2)[nH]n1	.	-9%	.	2%	.	4%	-1%	-1%
CC(=O)c1cn(N(C)c2ncc(C(F)(F)F)cc2Cl)c(=O)[nH]c1=O	-16%	-11%	5%	6%	3%	-1%	-5%	-4%
O=C(c1cc2ccccn2n1)N1CCCC1	.	5%	4%	-3%	-15%	-4%	-9%	-11%
O=C(NCC1CCCO1)NC1(C(F)(F)F)Oc2ccccc2O1 (stereo unspecified)	-3%	-13%	2%	2%	8%	0%	-11%	-12%
CN(C(=O)COC(=O)c1nc(Cl)c(Cl)c(Cl)c1Cl)C1CCS(=O)(=O)C1 (stereo unspecified)	-15%	2%	7%	-2%	-13%	-1%	-1%	-7%
CC(CCc1ccccc1)NC(=O)C(Cc1ccccc1)NS(=O)(=O)c1cccs1 (stereo unspecified)	.	1%	0%	0%	?	2%	-10%	-20%
CCOC(=O)N1CCN(c2c(N3CC=C(c4ccccc4)CC3)c(=O)c2=O)CC1	.	-5%	-1%	9%	?	1%	?	-7%
Cn1ccnc1SCC(=O)c1ccc(Br)cc1	-2%	-5%	3%	10%	3.5µM*	1%	?	-8%

Compound activity from PubChem.
